Mot1-301 SUMO: inhibitors of SUMOylation pathway: yeast Mot1-301 growth rescue; growth rescue, % at 18.8 µM; AID 2716; 1% of 320,000 active; S. cerevisiae Mot1-301 growth rescue, ATP luminescence, 38.5C; percent above DMSO median, 100 means doubled;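 active = every valid replicate shows activation above 250% relative to neutral control wells; inactive = the rest, any valid replicate at or below 250%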;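 also: OY570 slx delta 5 strain wells were the positive control but not used for scaling; some compounds called inactive have numbers as strong as hits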
phage Ecoli inh: E. coli growth loss with phage present. inhibition, % at 11.9 µM. 0.26% of 360,000 active. AID 651602. growth absorbance; in the data active = inhibition above about 11%
MOR-DOR inv ag: mu-delta opioid heterodimer inverse agonism | inhibition, % at 9.3 µM | 0.21% of 340,000 active | P35372+P41143 | AID 504357 | cell-based MOR-DOR heterodimer luminescence; in the data active = inhibition above about 22%, passing the limit was not always enough;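 also: 0% = cells with DMSO and 100% = wells without cells with DMSO; values of inactives mirror those of a sister screen read the other way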
AddAB inh: less growth of phage-infected E. coli with AddAB. 0.29% of 330,000 active. inhibition, % at 11.9 µM. E. coli expressing H. pylori AddAB, absorbance growth; in the data active = inhibition above about 12%;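 also: 0% = vehicle wells of infected cells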
Ecoli viability: bacterial growth inhibition, counter-screen for AddAB inhibitors; E. coli V3065 growth, OD600 absorbance, 18 h; inhibition, % at 11.9 µM; 0.27% of 330,000 active;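 active = inhibition above the campaign's mean inhibition across all tested compounds plus 3 SD, cut at about 9.9% in these data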;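 also: uninfected addAB+ strain grown without phage in ampicillin broth; 0% = DMSO wells and 100% = ciprofloxacin 0.95 µg/ml wells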
HTR5A ag ctr: counter-screen for OPRM1-OPRD1 agonists: human HTR5A agonism; 0.61% of 340,000 active; HTR5A agonist assay, luminescence, cell-based; activation, % at 9.3 µM; AID 504692; in the data active = activation mostly above about 9.5%, no sharp cut-off; inactive = mostly below about 7.6%;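 also: 0% = cells with vehicle only and 100% = reference agonist; strong numbers were not always called active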
Target sequence (P47898 whole entry, looked up): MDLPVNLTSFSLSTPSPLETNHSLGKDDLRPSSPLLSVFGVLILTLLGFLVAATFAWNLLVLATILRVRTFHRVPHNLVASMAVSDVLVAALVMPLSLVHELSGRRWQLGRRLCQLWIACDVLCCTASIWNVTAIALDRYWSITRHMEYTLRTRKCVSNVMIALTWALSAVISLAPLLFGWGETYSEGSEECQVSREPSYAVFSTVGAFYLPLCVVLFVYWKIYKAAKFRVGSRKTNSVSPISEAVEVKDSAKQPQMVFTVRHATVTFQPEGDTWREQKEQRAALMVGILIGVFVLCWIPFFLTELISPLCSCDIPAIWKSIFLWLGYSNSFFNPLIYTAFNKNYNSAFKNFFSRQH
Pemphigus Ab inh: human desmoglein-3 autoantibody binding inhibition | DSG3-coupled beads, scFv-anti-DSG3-GFP binding, flow cytometry; active compounds read low | binding (percent of control), % at 10 µM | 0.48% of 310,000 active;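 active = binding more than 3 SD below its plate's average and above zero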;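 also: hits lower antibody fragment binding to DSG3; some compounds called inactive have numbers as strong as hits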
MOR-DOR ag: OPRM1-OPRD1 heterodimerization agonism; P35372+P41143; cells, luminescence; activation, % at 9.3 µM; 0.3% of 340,000 active; in the data active = activation above about 18%;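 also: 0% = vehicle-treated cells and 100% = reference agonist; values of inactives mirror those of a sister screen read the other way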
PKA-R1A act: activates the PKA-R1A holoenzyme complex. 0.083% of 340,000 active. P00514+P68181. PKA-R1A dissociation, Cy5-IP20 fluorescence polarization; scaled: DMSO 0%, 113 µM cGMP 100%. AID 504707. activation, % at 11.4 µM;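 active = percent activation above the mean of all tested compounds plus 3 SD, cut at about 19% in these data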;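 also: higher means more PKAc released from R1A so a rise in polarization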
PfHsp90 yeast 2: inhibits growth of yeast expressing Plasmodium falciparum Hsp90. inhibition, % at 9.4 µM. S. cerevisiae expressing PfHsp90, BacTiter-Glo ATP, 48 h; yeast lacking PDR1 and PDR3 efflux regulators. 0.32% of 310,000 active;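 active = every replicate shows inhibition above about 80%, whatever the replicate mean, limit read from the data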;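 also: 0% = DMSO neutral controls and 100% = 20 µM radicicol positive controls; yeast relying on Plasmodium falciparum Hsp90 in place of its own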
HTR5A inv ag: counter-screen for OPRM1-OPRD1 inverse agonists: human HTR5A inverse agonism | P47898 | HTR5A cell line, luminescence | inhibition, % at 9.3 µM | 0.083% of 340,000 active | AID 504634; in the data active = inhibition mostly above about 23%, no sharp cut-off; inactive = mostly below about 18%;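 also: 0% = cells with DMSO and 100% = no-cell wells with DMSO; some compounds called inactive have numbers as strong as hits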
Active calls of the source: *; nt = not tested or not shown. Outcome played no part in choosing rows. About 3.2% of those tested had a hit in this group.

Structure	MOR-DOR ag	HTR5A inv ag	Pemphigus Ab inh	Mot1-301 SUMO	PKA-R1A act	phage Ecoli inh	MOR-DOR inv ag	HTR5A ag ctr	Ecoli viability	PfHsp90 yeast 2	AddAB inh
CCOC(=O)c1[nH]c2ccc(OC)cc2c1NC(=O)c1nonc1C	-2.0	7	108	-21	-7	4.0	12	-3	0.6	11	1.1
Cc1nnc(SCC(=O)N(C)C2CCS(=O)(=O)C2)n1Cc1ccccc1 (configuration not stated)	-1.2	26	nt	-17	2	-1.7	6	3	-0.7	-9	3.5
Cc1cc(Br)ccc1NC(=O)C(C)c1ccc([N+](=O)[O-])cc1 (configuration not stated)	3.3	-17	107	60	-5	3.2	-23	4	0.1	14	-1.3
O=C(NCCN1C(=O)S/C(=C\c2ccccc2Cl)C1=O)C1=COCCO1	-0.9	-2	99	39	7	1.9	6	4	2.2	10	5.0
O=C(Cc1ccc(NC(=O)C2CCN(C(=O)C3CC3)CC2)cc1)Nc1ccc(C(=O)N2CCOCC2)cc1	-3.5	0	96	nt	-10	4.6	16	0	nt	-1	nt
COc1ccc(/C=C2/SC(=S)N(Cc3ccccc3)C2=O)cc1O	-1.6	-9	86	14	-2	-2.5	9	2	nt	-18	nt
Cc1cc(C)c(S(=O)(=O)N2CCCCC2)c(C)c1N(C)S(=O)(=O)c1ccccc1	0.2	2	102	36	3	1.8	-1	1	2.6	18	0.9
Cc1ccc(NC(=O)c2ccc(Cn3cc(Cl)cn3)o2)c(C)c1	-1.7	6	nt	0	-6	1.6	10	-2	-1.2	-4	4.3
C=CCOc1ccc(CNc2nccs2)cc1	-2.8	8	101	-6	-5	2.4	14	-3	-1.7	11	-3.2
OC(CNCC1COc2ccccc2O1)COCc1cccs1 (configuration not stated)	-1.7	-7	106	10	3	2.0	8	0	-1.6	11	0.8
Cc1ccc2[nH]c(=O)c(CN(CC3CCCO3)C(=O)c3ccncc3)cc2c1 (configuration not stated)	-2.8	-16	109	-3	-10	0.8	16	6	0.7	-4	4.0
O=C(Nc1ccc2oc(-c3ccccc3)nc2c1)c1ccc2c(c1)OCCO2	3.1	-5	99	6	2	1.1	-15	2	0.2	24	2.3
O=C(Nc1ccc(NC(=O)C2CC2)nc1)c1ccccc1F	-0.7	13	106	-2	-1	3.1	4	-5	-1.3	22	3.3
COCCCNC(=S)NC(=O)c1ccc(C)cc1	-0.9	7	101	-9	9	2.7	5	-2	-3.3	-1	-0.1
CC(=O)OCCC(NS(=O)(=O)OCC(Cl)(Cl)Cl)c1ccccc1 (configuration not stated)	1.0	-4	105	6	0	1.1	-6	2	-1.1	-2	2.9
S=C(NCc1ccccc1)N1CCCCC1	-2.1	-16	104	27	0	1.2	11	6	-1.1	-1	0.7
CCC(C)NC(=O)c1cnn2c1NC(c1ccc3c(c1)OCO3)CC2C(F)(F)F (configuration not stated)	-2.5	-4	97	6	-8	2.3	13	2	0.2	-9	2.5
COc1ccc(N2CCN(C(=O)c3ccc4c(c3)CCN4S(=O)(=O)c3ccccc3)CC2)cc1	-2.8	-1	92	8	0	2.0	15	0	-1.4	-5	-0.5
CCOC(=O)c1c(-c2ccc(OC)cc2)csc1NC(=O)COc1ccc2c(C)cc(=O)oc2c1	-1.4	13	137	nt	5	-0.1	7	3	-2.6	-21	-0.1
COc1ccc(NC(=O)C2CC(=O)n3cnnc3S2)cc1 (configuration not stated)	0.1	20	nt	nt	1	1.7	0	0	-0.6	10	2.1
CCCC(=O)OCC(=O)NCc1ccc(Cl)cc1	-3.0	3	116	7	-1	4.3	14	-2	1.3	nt	1.4
CC(=O)Nc1ccc(C(=O)Nc2cc(S(=O)(=O)N3CCOCC3)ccc2N2CCOCC2)cc1	-1.4	-3	112	nt	11	2.0	6	1	nt	22	nt
O=C(O)c1ccc2c(c1)N(Cc1cccc(F)c1)C(=O)CS2	-1.1	-9	103	-9	2	1.4	6	3	-0.9	-4	4.8
CC(C)(C)OC(=O)C[C@H]1C/C=C\C[C@H](CC(=O)N[C@H](CO)Cc2ccccc2)C(=O)N[C@@H](Cc2ccccc2)COC1=O	-1.5	-6	102	-16	4	1.1	8	9	-1.1	3	1.1
Cc1cc(C)cc(-n2c(=O)c3sccc3n(CC(=O)NCc3ccco3)c2=O)c1	-0.2	-5	106	nt	6	2.4	1	-4	-0.4	11	0.2
Cn1nnnc1Sc1ncnc2scc(-c3cc4ccccc4o3)c12	0.9	8	106	-4	-11	-1.3	-5	-1	-0.7	-6	0.3
CCOC(=O)CSc1nc2c(sc3ccc([N+](=O)[O-])cc32)c(=O)n1Cc1ccco1	-1.9	6	95	14	-10	1.0	12	-2	-1.6	-16	-1.2
O=C1CN(C(=O)CSc2nnc(C3CC3)n2-c2ccccc2)c2ccccc2N1	-0.9	6	93	-2	2	0.9	5	-4	-2.8	0	-2.3
COc1ccc(N2C(=O)CC(SCC(=O)O)C2=O)cc1 (configuration not stated)	-0.3	-14	99	3	-6	1.3	1	5	0.0	-7	1.2
Cc1cc(C)c(NC(=O)CN(C)C(=O)CNC(=O)c2cccs2)c(C)c1	1.1	-2	111	71	-3	3.0	-4	1	-0.2	-8	0.1

More compounds follow.
Structure	MOR-DOR ag	HTR5A inv ag	Pemphigus Ab inh	Mot1-301 SUMO	PKA-R1A act	phage Ecoli inh	MOR-DOR inv ag	HTR5A ag ctr	Ecoli viability	PfHsp90 yeast 2	AddAB inh
O=C(NCC(=O)N1CCc2ccccc2C1)c1ccc(Cl)cc1Cl	0.4	-9	102	-2	7	0.5	-2	2	-0.2	-10	-0.2
CC1CCc2c(C(=O)Nc3ccc(N4CCOCC4)cc3)csc2C1 (configuration not stated)	-0.5	-11	101	2	1	3.4	3	2	2.0	14	4.2
CCn1cc(C(=O)N(C)c2ccc(OC)cc2)c2cc(OC)c(OC)cc2c1=O	-1.2	-9	109	1	11	0.9	6	2	-0.3	14	-1.3
COc1ccc2nc(C)c3c(c2c1)OC(C(C)(Cl)Br)C3 (configuration not stated)	-3.8	-14	100	nt	-6	3.8	19	5	-0.7	-5	2.5
CCOc1cc(C(N)=O)cc(Cl)c1OCc1ccccc1	-0.7	2	96	442*	-2	4.1	4	9	0.0	11	3.2
O=C(Nc1cccnc1)c1cccc(S(=O)(=O)N2CCc3ccccc32)c1	-0.9	0	94	4	-12	0.6	5	0	-0.2	0	0.2
Cc1ccc(/C=N/NC(=O)C2CCN(Cc3ccc(F)cc3Cl)CC2)o1	-2.8	0	87	-9	3	2.2	17	-4	-3.0	1	1.7
O=[N+]([O-])c1ccc2cc[nH]c2c1	-0.4	5	93	nt	6	1.9	2	-1	nt	nt	nt
Cc1ccc(S(=O)(=O)N2CCCCC2)cc1NC(=O)COC(=O)Cc1ccc(Cl)cc1	1.6	4	99	307	-13	1.7	-11	3	-0.3	-13	1.5
O=C(Nc1nccs1)[C@@H]1CC=C[C@@H]2CCN(Cc3ccccc3)C(=O)[C@@H]21	-1.8	7	102	-5	-13	0.8	11	-3	-3.8	4	1.4
O=C(N/N=C/c1ccc(O)cc1)/C(=C/c1ccc([N+](=O)[O-])cc1)NC(=O)c1ccccc1	2.1	3	nt	4	4	0.1	-13	-5	0.5	35	3.4
O=c1c2ccccc2nc2c3ccccc3c(NCc3ccccn3)nn12	0.6	-2	97	17	-5	4.6	-4	1	-1.6	8	-2.7
CC(C)C(=O)Nc1ccc(S(=O)(=O)Nc2nccc(/C=C/c3ccccc3)n2)cc1	-1.5	13	110	190	3	3.0	8	-5	2.2	-17	0.8
N=c1c2ccccc2nnn1-c1ccccc1[N+](=O)[O-]	1.8	-11	93	nt	-8	5.1	-9	3	nt	8	nt
Cc1ccc(-c2nnc3ccc(SC(C)C(=O)O)nn23)cc1 (configuration not stated)	-1.8	2	100	-13	-2	0.4	11	-1	-0.3	15	-0.6
O=[N+]([O-])c1ccccc1S(=O)(=O)N1CCN(Cc2ccsc2)CC1	nt	nt	100	-16	nt	3.5	nt	nt	4.0	7	2.1
O=C(c1cc2ccccc2c(=O)o1)N1CCCc2ccccc21	-2.3	11	106	-8	-1	0.9	13	-4	-1.4	14	4.6
C/C(=C\C(=O)c1cccnc1)Nc1ccc(O)cc1	4.4	12	nt	1	-11	1.6	-23	7	0.4	19	3.8
O=C(Nc1cc(Cl)cc(Cl)c1)c1cccnc1	-0.5	-6	109	3	-2	3.5	2	2	-1.5	15	3.6
O=C(/C=C/c1c(Cl)cccc1Cl)N1CCOCC1	0.7	1	116	15	-3	2.3	-4	0	1.0	-12	1.1
COc1cccc(NC(=O)NCCc2ccc(Cl)cc2)c1	-1.0	-8	104	1	-5	2.1	6	3	-0.3	20	2.6
CCc1ccc(C(=O)NN=C2CCCCCC2)s1	-2.2	-24	102	-1	-6	2.4	12	-1	-0.3	15	2.1
CCN(CC)Cc1ccccn1	-3.3	6	109	-3	-14	-0.6	17	5	0.2	-16	0.4
Cc1ccc(CC2CC(=O)N(C(Cc3ccccc3)C(=O)O)C2=O)cc1 (configuration not stated)	-4.0	9	98	-5	-12	4.4	21	-3	-1.6	-96	2.1
COc1ccc(/C=N\NC(=O)c2cc3c(ccc4ccccc43)o2)cc1O	3.4	0	100	67	0	-0.6	-14	0	nt	-4	nt

Screens deposited in PubChem BioAssay by several laboratories.
